Bioassay records as filed in PubChem BioAssay.
ELG1 DNA repair: inhibitors of ELG1-dependent DNA repair in HEK293T cells; HEK293T ELG1-luciferase reporter, luminescence, 16 h; DNA damage induced by 5-fluorouridine; Potency, µM (titrated, usually from 46.1 µM), without a hit: at the top dose activity change, negative = inhibition, most hits filed as inhibitors; actives 2.3% (n = 330,000); further: potency means the concentration at half of the fitted maximal effect; on the % scale 0 is the no-effect control and ±100 the full control effect; nearly all actives have a fitted effect of over 55% in size
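DMSO vehicle served as the neutral condition. Each well held 2,000 cells given 5-fluorouridine plus compound; after 16 hr at 37 °C/5% CO2, ONE-Glo was added and luciferase measured 30 min later.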
TCR activator: activators of T cell receptors | Potency, µM (titrated, usually from 9.22 µM), without a hit: at the top dose activation of IL-2 secretion, usual class: activators | 330,000 tested, under 10 active | primary human leukocytes, anti-CD3, IL-2 HTRF, 48 h; further: % of control where 0% means no effect
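Primary human leukocytes were stimulated with a-CD3 beads plus compounds for 48 hr without co-stimulation; secreted IL-2 was quantified by HTRF using a-IL-2-K (europium cryptate) and a-IL-2-d2, excited at 320nm with acceptor emission read at 665nm.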
Mito fusion yeast: inhibitors of mitochondrial division or activators of mitochondrial fusion; S. cerevisiae fusion-defective mutant growth rescue, CellTiterGlo 48 h; actives 0.23% (n = 320,000); Potency, µM (titrated, usually from 46.1 µM), inactives show at the highest dose growth rescue (activation), most hits filed as activators;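 further: potency means the concentration at half of the fitted maximal effect; % of control where 0% means no effect; nearly all actives have a fitted effect of over 45% in size; temperature-sensitive fusion mutants such as fzo1-1 at 37 °C on non-fermentable ethanol glycerol medium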
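Luminescent cell viability in 1536-well qHTS format served as the measure of rescued growth in ts fusion-mutant S. cerevisiae cultured on non-fermentable YPEG for 48 hours at 37C.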
TRPV1 ag: human TRPV1 agonism | Q8NER1 | actives 0.19% (n = 320,000) | TRPV1-expressing cells, Fluo-8 calcium influx, agonist mode | activation, % at 8.33 µM; in the data active means activation above about 80%; inconclusive means between about 30% and that limit; further: 0% is about no effect
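TRPV1-expressing cells were cultured overnight at 35.5C and loaded with Fluo-8 calcium dye for 40 to 90 min at room temperature. After a 10 s baseline, compound was added and calcium influx was read kinetically for 3 min (ex 480/em 520 nm).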
KCNH2 3.1 inh: inhibitors of human KCNH2 3.1 potassium channel isoform; AID 720553; activity change, % (tested at about 1.8 µM); actives 0.95% (n = 340,000); U2OS KCNH2 3.1, thallium flux FluxOr; stronger effect = lower value;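 active means maximum activity change below -70%; inconclusive means maximum activity change from -70% to -50%; inactive means maximum activity change above -50%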;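 further: thallium influx rate constant from kinetic fluorescence after stimulation buffer; on the % scale 0 is the no-effect control and ±100 the full control effect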
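Steps: virus added to U2OS suspension (4 h, RT, dark); medium with 10% FBS added, cells plated, 37 C overnight; FluxOr/Red40 loading buffer 45 min RT; stimulation buffer, 2 min kinetic read; rate constant normalized.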
KCNH2 WT inh: blocks the wildtype human KCNH2 potassium channel | U2OS, BacMam KCNH2, thallium flux FluxOr; stronger effect = lower value | AID 720551 | actives 0.37% (n = 340,000) | activity change, % at 1.84 µM;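 active means maximum activity change below -70%; inconclusive means maximum activity change between -70% and -50%; inactive means maximum activity change above -50%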; further: on the % scale 0 is the no-effect control and ±100 the full control effect
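U2OS cells were transduced with wild-type KCNH2 virus (2.03 x 10^8 / mL) for 4 h at room temperature, then cultured overnight at 37 C. Thallium flux was read with FluxOr dye. Rate constants were normalized to DMSO controls.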
TSHR antag: blocks TSH signaling through the human TSH receptor; P16473; TSHR-expressing cells, TSH-stimulated cAMP HTRF, 2 h; stronger effect = lower value; activity change, negative = inhibition, % at 11.5 µM; actives 0.2% (n = 330,000);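 active means activity change below a set negative limit, meaning inhibition stronger than a set level, cut at about -70% in these data; inconclusive means activity change between two set negative limits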; further: on the % scale 0 is the no-effect control and ±100 the full control effect
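TSHR-expressing cells were treated with compounds, then stimulated with TSH at EC80 (4nM final) for 2 hours at 37 deg C. Cellular cAMP was measured by HTRF competition between lysate cAMP and cAMP-d2 for a cryptate-labelled anti-cAMP antibody.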
AT treatment: potential ataxia-telangiectasia treatment; Potency, µM (highest dose often 57.5 µM), for inactives: at the highest dose activation, most hits filed as activators; […] A-T fibroblasts, KAP-1 phosphorylation AlphaLISA; neocarzinostatin DNA damage 30 min before lysis; actives 0.19% (n = 320,000); further: potency means the concentration at half of the fitted maximal effect; % of control where 0% means no effect; nearly all actives have a fitted effect of over 45% in size
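ATM-like activity read as KAP-1 phosphorylation via AlphaLISA donor/acceptor antibody pairs after lysis and 6 hr at 25C. Cells were ATM-null patient fibroblasts ([…], hTERT), dosed 60 min, then exposed to the DSB inducer NCS for 30 min.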
Eya2 inh: blocks the phosphatase activity of human Eya2 | recombinant Eya2, OMFP fluorescence dephosphorylation (OMFP is methylfluorescein phosphate) | Potency, µM (top dose mostly 76.9 µM), for inactives: at the top dose activity, negative = inhibition, actives largely listed as inhibitors | actives 0.006% (n = 330,000); further: potency means the concentration at half of the fitted maximal effect; on the % scale 0 is the no-effect control and ±100 the full control effect
Target sequence (O00167 whole entry, looked up): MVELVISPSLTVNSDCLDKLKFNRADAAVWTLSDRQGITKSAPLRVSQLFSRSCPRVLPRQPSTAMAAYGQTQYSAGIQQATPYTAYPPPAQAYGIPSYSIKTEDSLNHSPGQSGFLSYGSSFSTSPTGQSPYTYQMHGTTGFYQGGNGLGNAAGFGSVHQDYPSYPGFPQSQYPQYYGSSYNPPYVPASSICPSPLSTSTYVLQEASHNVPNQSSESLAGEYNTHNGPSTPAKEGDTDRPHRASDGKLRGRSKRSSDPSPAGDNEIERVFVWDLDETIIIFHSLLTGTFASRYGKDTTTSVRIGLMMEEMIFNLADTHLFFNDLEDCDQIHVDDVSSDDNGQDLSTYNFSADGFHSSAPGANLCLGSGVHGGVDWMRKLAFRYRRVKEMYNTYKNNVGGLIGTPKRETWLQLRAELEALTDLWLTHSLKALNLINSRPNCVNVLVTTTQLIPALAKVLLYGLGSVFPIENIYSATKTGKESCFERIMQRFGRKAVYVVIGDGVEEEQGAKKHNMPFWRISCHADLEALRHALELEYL
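Eya2 (0.2 uM) preincubated 10 min at ambient with compound, then OMFP substrate added at 50 uM; 10 min reaction in 50 mM HEPES pH 7.5, 50 mM NaCl, 5 uM MgCl2, 0.05% BSA, 1 mM DTT. Fluorescence read at Ex 485/Em 525 nm.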
USP2a inh: USP2a (human) protease inhibition | O75604 | actives 0.01% (n = 330,000) | AID 463254 | USP2 core, Ub-CHOP2 coupled fluorogenic reporter, 485/531 | Potency, µM (highest dose often 38.3 µM), inactives show at the highest dose activity change, negative = inhibition, most hits filed as inhibitors;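 further: potency means the concentration at half of the fitted maximal effect; plate controls were DMSO wells for no effect and full inhibition by NEM control for full effect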
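USP2 core (10nM final) preincubated 30min RT with compound in 20mM Tris-HCl pH 8.0, 2mM CaCl2, 2mM beta-mercaptoethanol, 0.05% CHAPS; 25nM Ub-CHOP2 plus 25nM reporter substrate added, fluorescence (Ex485/Em531) read after 60min.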
The depositor's hits bear a star; ? = inconclusive; / = no result given; [ ] = dose if it differs, or a comment. Unless noted, the call rests on the fitted dose curve; in most records, active means well fitted curve in the direction sought with a large enough effect; inconclusive means small, poorly fitted or top-dose-only effect, or another doubt; inactive means no such curve, though single readings can be large; an effect the other way counts as inactive or inconclusive. This is a subset; the hit share may differ from the screen's.

SMILES	ELG1 DNA repair	TCR activator	Mito fusion yeast	TRPV1 ag	KCNH2 3.1 inh	KCNH2 WT inh	TSHR antag	AT treatment	Eya2 inh	USP2a inh
COc1cccc(CNC(=O)CCS(=O)(=O)Cc2ccc(C)cc2)c1	10.7%	6.0%	1.5%	23.3	6.3	5.1	3.7	8.2%	-5.6%	2.4%
COc1ccc(NC(=O)CCC(=O)Nc2cc(OC)c(NC(=O)c3cccs3)cc2OC)cc1	?	8.4%	-8.0%	-1.8	6.7	-0.8	5.9	1.6%	-16.4%	-1.0%
Cc1cc(N2CCOCC2)ccc1/C=C1/SC(=O)NC1=O	?	0.0%	-3.2%	-0.7	10.6	-1.2	-13.8	-12.3%	-0.2%	0.2%
CC1CCN(C(=O)CCc2ccc(Oc3cc([N+](=O)[O-])cc([N+](=O)[O-])c3)cc2)CC1	-2.1%	-5.6%[46.1 µM]	21.8%	?	-10.9	16.0	-8.0	9.0%	-11.3%	2.8%
CCN(Cc1ccc(OC)c(F)c1)C(=O)CCl	?	/	-5.5%	0.6	1.5	-11.9	-7.2	2.8%	3.6%	0.2%
Cc1ccc(NC(=O)COC(=O)CNC(=O)C2CCCCC2)cc1S(=O)(=O)N(C)C	12.5%	1.4%[46.1 µM]	/	/	5.6	-1.7	1.6	5.3%	-0.1%	-0.6%
COc1ccc(CNC(=O)C[C@H]2C(=O)N(Cc3ccc(OC)cc3)C[C@@H]2Cc2ccccc2)cc1	-29.8%	2.9%	0.0%	?	-5.1	-2.4	1.7	6.2%	5.1%	1.0%
Cn1ccc(CC(=O)N2CCC(N3CCC(C(=O)N4CCCC4)CC3)CC2)c1	17.4%	-2.4%	-4.2%	0.3	20.5	34.6	3.0	21.5%	13.8%	5.6%
Cc1ccc(S(=O)(=O)N(CC(=O)Nc2ccccc2-c2ccccc2)c2ccc(C)cc2C)cc1	-3.4%	-1.8%[46.1 µM]	0.4%	21.5	-8.8	-0.7	9.1	5.1%	-8.1%	0.1%
CCN(CC)C(=O)Cn1nc(-c2ccncc2)nc1SCC(=O)Nc1ccc(OC)cc1	0.9%	-3.2%	5.3%	2.3	-3.0	4.5	5.4	1.2%	-6.2%	2.5%
Cc1ccc(/C=C/C2=Cc3c(sc(NC(=O)CSc4n[nH]c(N)n4)c3C#N)C(C)(C)C2)o1	-9.1%	/	-3.4%	-0.1	/	/	-17.7	2.7%	-1.1%	?
COCCN(C)C(=O)CCc1nnc(Cc2ccc(-c3ccccc3)cc2)o1	-4.7%	8.2%	-5.8%	1.8	-6.2	-1.2	-10.7	1.3%	-7.6%	-2.1%
O=C(CN1C(=O)C2CC=CCC2C1=O)Nc1nnc(SCc2c(Cl)cccc2Cl)s1 (stereo not drawn)	18.8%	-7.6%	3.2%	8.9	2.4	-8.9	12.0	10.3%	22.9%	0.1%
COc1ccccc1CNS(=O)(=O)N(C)C	6.5%	6.8%	5.6%	-1.4	-7.5	-9.6	7.1	-1.3%	-2.4%	-0.2%
COc1ccccc1NS(=O)(=O)c1ccc(C)c(C(=O)NC2CCN(Cc3ccccc3)CC2)c1	-11.6%	9.9%	-7.8%	10.4	-25.1	46.8	-14.5	-0.9%	-11.4%	0.3%
Cn1c(N)c(C(=O)COC(=O)c2ccccc2C(=O)c2ccc(Cl)cc2)c(=O)n(C)c1=O	?	-0.6%[46.1 µM]	/	/	-20.1	-2.3	-12.5	8.1%	0.9%	2.8%
Cc1ccc(Nc2cc(C)nc(N3CCOCC3)n2)cc1	?	8.3%	-9.7%	?	-4.2	-2.0	3.6	8.6%	-7.5%	1.2%
O=C(O)c1cccc(S(=O)(=O)N(Cc2ccccc2)c2ccccc2Cl)c1	2.1%	2.6%	21.8%	13.5	-4.7	-9.7	1.8	-1.5%	1.0%	-6.7%
O=C(OCC(=O)N1c2ccccc2Sc2ccccc21)c1cccnc1	-1.4%	-7.1%	-6.0%	13.7	2.1	-7.4	4.0	-0.8%	4.7%	3.6%
CC1C(=O)C(C)C(c2cccc(Br)c2)NC1c1cccc(Br)c1 (stereo not drawn)	-26.2%	0.4%	-14.0%	-2.9	-19.2	13.0	-1.8	-6.8%	-6.3%	-0.2%
COc1ccc(C)cc1NC(=O)Nc1ccc(Br)cn1	0.1%	-0.5%	0.8%	-2.2	-20.8	-1.6	-9.9	/	-8.8%	3.0%
c1ccc(CN2CCCC3(CCCN(Cc4nc(CC5CC5)no4)C3)C2)cc1 (stereo not drawn)	15.8%	1.4%	-4.2%	10.9	8.1	20.0	-8.0	1.8%	4.4%	1.5%
CC(=O)Nc1ccc(OCCOc2ccc(NC(C)=O)cc2)cc1	?	3.1%	4.4%	-2.9	12.8	-2.0	-1.2	-5.3%	?	-1.3%
O=C(O)c1ccccc1Nc1ccccc1C(=O)O	-1.5%	2.5%	3.3%	/	21.3	1.9	0.7	2.5%	-4.2%	0.6%
CCN(CC)S(=O)(=O)c1ccc2c(c1)N(CC(=O)N1CCN(c3ccc(F)cc3)CC1)C(=O)CO2	/	/	-4.7%	0.3	/	/	-15.1	-2.0%	-19.1%	1.8%

Further compounds.
SMILES	ELG1 DNA repair	TCR activator	Mito fusion yeast	TRPV1 ag	KCNH2 3.1 inh	KCNH2 WT inh	TSHR antag	AT treatment	Eya2 inh	USP2a inh
CN(N)C(=S)NCc1ccccc1	-17.3%	2.9%	-0.4%	-1.0	7.6	11.4	5.1	-0.7%	7.0%	0.4%
CC1(N2CCOCC2)CC2(O)C(=[N+]1[O-])CCc1nonc12 (stereo not drawn)	-2.7%	/	-3.0%	0.3	/	/	-3.1	-4.0%	1.4%	6.2%
Cc1ccc(Nc2ncnc3c2cnn3C)c(C)c1	-0.1%	/	3.4%	1.5	-16.6	-11.2	-4.1	-5.9%	2.2%	0.2%
[O-]/C(=C(\C(=S)Nc1cccc2ccccc12)[n+]1ccccc1)c1ccc(OC(F)F)cc1	?	-2.7%	4.2%	-2.2	5.2	-0.6	-2.6	2.5%	2.3%	-2.2%
Cc1ccccc1NC(=O)C(C#N)Cc1cccnc1 (stereo not drawn)	-5.4%	-12.6%	-1.2%	-3.4	10.3	0.7	7.3	-1.7%	8.3%	0.8%
Cn1c(SCC(=O)Nc2ccc3c(c2)OCCO3)nnc1-c1ccccn1	3.3%	-1.6%	-2.3%	2.6	-4.1	11.3	0.0	3.3%	10.6%	1.6%
Cn1c(=O)c2cc(S(=O)(=O)NCCC(=O)NCc3ccccc3Cl)ccc2n(C)c1=O	-29.8%	-5.0%	1.1%	6.9	2.0	-7.8	-0.2	-1.9%	14.7%	3.0%
COCCNC(=S)NC1CC2CCCC(C1)N2Cc1cccs1 (stereo not drawn)	-0.2%	/	-4.1%	7.6	-0.1	13.3	-19.0	4.7%	8.5%	1.3%
CC(C)Cc1ccc(CN2CCCC(NC(=O)CCN3CCOCC3)C2)cc1 (stereo not drawn)	-19.9%	1.4%	-6.0%	2.4	-2.0	17.4	13.1	6.5%	-5.6%	0.8%
CC(=O)Nc1ccc(NC(=O)C2CCCN(c3nnc(-n4cccc4)s3)C2)cc1 (stereo not drawn)	-8.7%	-6.7%	-0.7%	-2.4	-2.9	36.8	3.6	6.0%	-13.2%	-1.0%
COc1ccc(C2c3c(oc4ccc(C)cc4c3=O)C(=O)N2c2cc(C)ccn2)cc1OC (stereo not drawn)	22.0%	/	10.0%	7.8	/	/	-3.1	-8.4%	-11.3%	2.6%
C#CCOCCOCCOCCNc1nc(N2CCN(C(=O)[C@H](CCC(=O)O)n3cc([C@@H](N)[C@H](C)CC)nn3)CC2)nc(N2CCN(C(=O)[C@H](CCC(=O)O)n3cc([C@@H](N)CCSC)nn3)CC2)n1	3.6%	-4.6%	/	/	17.8	-1.1	-13.5	-30.0%	-7.4%	8.4%
COc1nc(OC)nc(N2CCC(C(=O)NCC3CCCCC3)CC2)n1	-7.8%	-6.6%	0.2%	0.3	-6.4	22.3	-7.1	0.4%	21.5%	-0.1%
CCN(Cc1ccccc1)C(=O)COC(=O)c1cc(S(=O)(=O)Nc2c(C)n(C)n(-c3ccccc3)c2=O)ccc1C	-2.6%	-3.8%	-0.5%	1.9	6.9	-5.2	-6.7	-4.2%	1.9%	5.7%
CCN(CC)CCCNC(=O)/C=C/C(=O)O	-0.1%	-4.8%	-0.1%	3.1	4.5	8.0	-1.7	1.7%	-15.6%	2.8%
CN(CCNC(=O)CN1CCN(Cc2ccccc2Cl)C1=O)Cc1ccccc1	-16.7%	-15.9%	-1.0%	-3.5	4.8	-1.2	/	/	-19.3%	-3.7%
C/C(=N\NC(=O)C(=O)Nc1c(C)n(C)n(-c2ccccc2)c1=O)c1ccncc1	?	11.2%	-1.2%	-1.9	-2.2	-6.7	0.7	-4.1%	3.0%	0.7%
